Screening results (PubChem BioAssay)
HIF-2a inh: blocks HIF-2a reporter activity; 786-0 RCC cells HIF-2a reporter, luciferase luminescence, overnight; inhibition, % at 18.8 µM; 0.72% of 360,000 active;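 active = inhibition of the luminescence signal of 40% or more relative to plate controls, in a single-dose primary screen at 18.75 µM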
Peg3 promoter: reduces Peg3 promoter-driven luciferase expression in HeLa; inhibition, % at 20 µM; AID 588405; HeLa PEG-Prom luciferase reporter, luminescence, overnight; 1.7% of 360,000 active;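 active = inhibition of at least 50% at 20 µM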
CaV13 ICDI inh: Disruptors of the CACNA1D IQ motif to Ca2+-dependent inactivation inhibitor domain association, primary screening, Förster resonance energy transfer in intact living … | HEK cells, CFP/YFP FRET ICDI-IQ, plate reader, 10 min; percent FRET-ratio fall versus neutral wells | inhibition, % at 12.3 µM | 0.098% of 340,000 active | AID 743397;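 active = mean replicate inhibition of at least 30% and at least 1% of replicates passing that level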;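 also: 0% = median of the neutral control wells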
PDI inh: PDI (human) enzyme inhibition | P07237 | PDI insulin aggregation turbidity, A650, 90 min | inhibition, % at 10 µM | 0.052% of 350,000 active | AID 588391;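 active = mean inhibition across replicates of 30% or more, whatever share of single replicates reach that level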;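 also: absorbance from insulin aggregation driven by PDI reduction with DTT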
Target sequence (P07237 whole entry, looked up): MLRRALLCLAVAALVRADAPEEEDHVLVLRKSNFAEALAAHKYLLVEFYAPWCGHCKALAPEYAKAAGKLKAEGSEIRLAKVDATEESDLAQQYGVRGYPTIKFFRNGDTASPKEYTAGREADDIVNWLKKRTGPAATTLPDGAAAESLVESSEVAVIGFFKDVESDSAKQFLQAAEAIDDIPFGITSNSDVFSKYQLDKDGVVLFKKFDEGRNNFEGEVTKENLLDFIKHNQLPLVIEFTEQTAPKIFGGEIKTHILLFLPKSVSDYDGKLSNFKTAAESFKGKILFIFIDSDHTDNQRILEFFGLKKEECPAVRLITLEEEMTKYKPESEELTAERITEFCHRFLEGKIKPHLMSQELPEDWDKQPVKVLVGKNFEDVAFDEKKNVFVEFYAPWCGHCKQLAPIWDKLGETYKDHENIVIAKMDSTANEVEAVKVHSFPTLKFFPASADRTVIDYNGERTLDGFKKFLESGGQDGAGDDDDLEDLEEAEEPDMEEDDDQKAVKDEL
NR2E3 ag-1: activates human NR2E3 receptor; AID 602229; inhibition of corepressor binding, % at 3.98 µM; 0.35% of 360,000 active; Q9Y5X4; CHO-S Gal4-NCOR/VP16-NR2E3 two-hybrid, luciferase;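 active = inhibition above the mean of all tested compounds plus 3 SD, cut at about 70% in these data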;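 also: 0% = DMSO with NR2E3 transfected cells and 100% = cells lacking NR2E3 construct; higher means lower luciferase signal from less NR2E3 corepressor binding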
Target sequence (Q9Y5X4 whole entry, looked up, the tested form may be a part): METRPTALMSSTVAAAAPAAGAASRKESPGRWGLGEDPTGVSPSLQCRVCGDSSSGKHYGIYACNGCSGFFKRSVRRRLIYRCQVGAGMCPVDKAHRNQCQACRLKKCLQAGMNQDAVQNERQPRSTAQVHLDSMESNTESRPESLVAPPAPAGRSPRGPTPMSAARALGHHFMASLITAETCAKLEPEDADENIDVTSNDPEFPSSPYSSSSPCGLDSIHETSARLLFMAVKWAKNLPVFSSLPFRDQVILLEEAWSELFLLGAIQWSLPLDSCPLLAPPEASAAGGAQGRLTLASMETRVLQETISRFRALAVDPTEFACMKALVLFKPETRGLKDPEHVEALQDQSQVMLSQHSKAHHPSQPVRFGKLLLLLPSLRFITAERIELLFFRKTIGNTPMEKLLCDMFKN
hiPSC survival: enhancers of human iPSC single-cell survival; AID 602274; hiPSC single-cell survival, ATPlite luminescence; 100% = ROCK inhibitor wells, 0% = DMSO; survival enhancement, % at 20 µM; 0.044% of 360,000 active; in the data active = survival enhancement above about 18%;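 also: cells exposed to compounds for 16 hours before the ATP read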
TRPM1 prom inh: MITF TRPM1 promoter inhibition in SK-MEL-5 cells; 0.83% of 330,000 active; inhibition, % at 12.5 µM; AID 488899; SK-MEL-5 TRPM1 promoter luciferase, 24 h;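 active = mean inhibition across replicates of 60% or more, whatever share of single replicates reaches that level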; also: values of inactives mirror those of a sister screen read the other way
Exocytosis inh: blocks lytic granule exocytosis. inhibition, % at 10 µM. AID 651702. 0.66% of 360,000 active. TALL-104 LAMP-1 surface exposure, flow cytometry; cells stimulated with thapsigargin and PMA;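 active = inhibition above about 55%, limit read from the data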
Vif inh: blocks HIV Vif function. HEK293T cells, Vif self-association by quenched fluorescence, imaging, 24 h. inhibition, % at 7.49 µM. 0.35% of 340,000 active; in the data active = inhibition above about 50%, passing the limit was not always enough; also: some results filed as inactive read as strong as hits
aDG glyco act: increases alpha dystroglycan glycosylation | Pro5-aDG cells, alpha-DG glycosylation AlphaScreen (IIH6); 0% Pro5, 100% B10-LARGE cell signal | activation, % at 10 µM | 0.22% of 360,000 active | AID 624168;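 active = activation of at least 8% versus controls, or a plate z-score of at least 8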;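 also: Pro5 are CHO cells carrying HIG-tagged alpha-DG that lacks glycosylation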
NR2E3 ag-2: NR2E3 (human) agonism; inhibition of corepressor binding, % at 4.78 µM; 0.12% of 320,000 active; Q9Y5X4; GST-NR2E3/biotin-RetCOR TR-FRET, 1536-well; AID 2300;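 active = percent inhibition above the cutoff of mean plus 3 SD of all tested compounds, set per screening campaign, cut at about 20% in these data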;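 also: 0% = DMSO wells and 100% = biotin wells as full block of FRET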
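System: GST-NR2E3 and biotin-RetCOR proteins; probe or stimulus: 7 nM biotin-RetCOR; doses: compound at 4.8 µM, single dose; schedule: Compound–protein incubation for 5 h at 4 °C; detection: time-resolved FRET; read-out: percent inhibition; controls: biotin wells as high control, 0.6% DMSO wells as low control; format: 1536-well plates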
Starred values were filed as active, the others as inactive; . = not tested or not shown.

#	mol	HIF-2a inh	Peg3 promoter	CaV13 ICDI inh	PDI inh	NR2E3 ag-1	hiPSC survival
1	CCCCc1nc2cc(C(=O)N3CCCCC3CCNC(C)=O)ccc2o1 (stereo unspecified)	-8	6	-5	2	-26	0.2
2	CN(CCc1ccccc1)C(=O)c1ccc(NC(=O)Cc2ccc(NC(=O)C3CCN(C(=O)CCc4ccccc4)CC3)cc2)cc1	-11	4	-6	9	-5	-1.7
3	Cc1cc(NC(=O)COc2ccc(N(C)S(=O)(=O)c3ccccc3)cc2)no1	14	12	-2	-15	-16	-3.0
4	COc1ccc(-n2nc(C(=O)NCC(=O)NCC3CCCO3)c3ccccc3c2=O)cc1Cl (stereo unspecified)	-1	19	-4	-4	5	-2.1
5	O=C(CCCc1ccccc1)NCCc1ccccc1	-143	-116	-7	8	-66	-0.9
6	CC(C)NC(=O)N(C)C[C@H]1Oc2c(NC(=O)C3CCCCC3)cccc2C(=O)N([C@H](C)CO)C[C@@H]1C	12	-2	-9	1	5	-3.8
7	CN1C(=O)NC2(O)C(=O)c3ccccc3C12O (stereo unspecified)	12	8	-5	-1	-3	1.1
8	CCOc1ccc2[nH]c(=O)c(CN(Cc3ccco3)Cc3nnnn3Cc3ccccc3)cc2c1	-14	2	-7	-2	-13	0.4
9	NC(=O)c1ccc(-c2nnn(CC(=O)N(C3CCCC3)C3CCS(=O)(=O)C3)n2)cc1 (stereo unspecified)	11	-17	-2	-6	-25	-2.5
10	O=C(COC(=O)c1ccco1)Nc1cc(S(=O)(=O)N2CCCCC2)ccc1Cl	12	6	-17	-3	-20	-0.4

#	TRPM1 prom inh	Exocytosis inh	Vif inh	aDG glyco act	NR2E3 ag-2
1	2	-2	0	0.0	0
2	36	1	-10	-0.2	.
3	0	8	6	-0.4	3
4	0	-1	-3	0.2	1
5	-48	0	11	-0.1	0
6	-5	25	-7	-0.1	.
7	-1	7	21	-0.3	2
8	8	-4	1	-0.1	2
9	9	-3	-1	-0.2	1
10	-1	4	.	0.0	.

The list goes on:
#	mol	HIF-2a inh	Peg3 promoter	CaV13 ICDI inh	PDI inh	NR2E3 ag-1	hiPSC survival
11	CCN1CCN(C(=O)C(C)N(c2ccc(C)cc2)S(C)(=O)=O)CC1 (stereo unspecified)	15	7	-4	6	-6	6.6
12	CCCn1c(SCC(=O)Nc2nc(C)cs2)nnc1-c1cccnc1	10	7	.	-3	4	0.6
13	O=c1cc(CSc2nnnn2-c2ccccc2)nc2nc[nH]n12	8	4	-4	3	-29	0.0
14	Cc1ccc(S(=O)(=O)NCC(=O)NCC(=O)N(C)Cc2ccc(Br)s2)cc1C	10	6	-9	15	-1	0.1
15	CCc1nnc(NC(=O)c2ccc3ccccc3n2)s1	-175	-191	-5	-1	-132	-0.6
16	COc1ccc(CCN2C(=O)C3C4CC(C5C(C(=O)O)=NOC45)C3C2=O)cc1OC (stereo unspecified)	10	-4	-4	-63	4	-4.7
17	CCN(C(=O)c1cccc(NC(=O)c2ccccc2)c1)C1CCCCC1	17	21	-3	-5	-9	-0.3
18	Cc1ccc(NC(=O)C2CCN(S(=O)(=O)c3ccc4c(c3)OCCO4)CC2)c(O)c1	7	17	-5	6	-8	-0.5
19	CN(CCc1ccccc1)C(=O)c1ccc(NC(=O)Cc2ccc(NC(=O)C3CCCN(C(=O)c4ccccc4)C3)cc2)cc1 (stereo unspecified)	-25	-11	-6	10	-38	2.1
20	CC(C)(S)[C@@H](N)C(=O)O	-3	11	-5	-5	-20	-0.7

#	TRPM1 prom inh	Exocytosis inh	Vif inh	aDG glyco act	NR2E3 ag-2
11	5	0	3	-0.1	2
12	5	-1	7	0.2	0
13	5	0	1	-0.1	-1
14	.	-1	.	0.2	.
15	-14	-4	1	0.7	-2
16	-2	1	-6	0.0	2
17	4	26	-9	0.2	4
18	14	-4	-12	-0.2	0
19	-1	-6	-18	-0.1	.
20	9	-4	15	-0.1	.

(listing goes on)
#	mol	HIF-2a inh	Peg3 promoter	CaV13 ICDI inh	PDI inh	NR2E3 ag-1	hiPSC survival
21	COc1cc(C(=O)NCC(C)(C)CNC(=O)c2cc(OC)c(OC)c(OC)c2)cc(OC)c1OC	23	11	-21	10	-3	0.1
22	CCN(CC)c1ccc(NC(=O)CNCc2ccccc2Cl)c(C)c1	-17	5	-9	15	3	0.2
23	CC(C)c1ccc(C(N)=S)cc1	-19	-28	-7	3	-23	1.1
24	COc1ccc(CNC(=O)COC(=O)/C=C/c2ccc(S(=O)(=O)N3CCOCC3)cc2)cc1	3	17	-6	1	-14	-0.5
25	Cc1noc(C)c1CSCc1ccc(Cl)cc1	-2	1	9	0	-35	2.6
26	COc1ccccc1NC(=O)Nc1nnc(C(C)c2ccccc2)s1 (stereo unspecified)	-94	-14	-2	2	10	-0.5
27	CNC(=O)CSc1nnc(-c2ccccc2F)n1CCc1ccccc1	12	16	4	2	-1	-0.3
28	COc1cccc(CN(C)CC(=O)Nc2cccc(C(F)(F)F)c2)c1OC	12	17	-2	-4	18	0.2
29	CCS(=O)(=O)Nc1c(C)n(C)n(-c2ccccc2)c1=O	7	-5	-5	4	-8	2.7
30	Cc1ccc(N(CC(=O)Nc2ccc(S(=O)(=O)N3CCOCC3)cc2)S(C)(=O)=O)cc1C	14	16	7	-2	-1	-1.7

#	TRPM1 prom inh	Exocytosis inh	Vif inh	aDG glyco act	NR2E3 ag-2
21	3	3	-8	0.0	1
22	6	1	-3	-0.1	-5
23	-6	1	7	0.2	8
24	-7	1	0	-0.2	0
25	-12	-2	14	-0.1	-2
26	-9	-3	-3	0.0	1
27	15	-3	-8	0.1	-2
28	-6	0	-3	0.2	2
29	-7	3	-1	-0.3	0
30	9	-4	-5	-0.2	-3

Next section
#	mol	HIF-2a inh	Peg3 promoter	CaV13 ICDI inh	PDI inh	NR2E3 ag-1	hiPSC survival
31	CCOC(=O)c1[nH]c(C)c(C(=O)NC2CCCCCC2)c1C	-3	-9	.	-6	-3	-4.4
32	COc1ccc(C(=O)N2CCCC(c3cc(C(=O)Nc4ccccc4)no3)C2)cc1 (stereo unspecified)	-218	-105	-3	7	-36	-3.1
33	CCOC(=O)CSc1nnc(CSc2nc3ccccc3c(=O)[nH]2)n1-c1ccccc1	11	11	-1	-6	-6	-0.1
34	CCc1ccc2nc(-c3cccc(C)c3)nc(SCC(=O)NCC3CCCO3)c2c1 (stereo unspecified)	8	7	-6	-6	9	-1.2
35	c1ccc(CCNc2ccc3ncc(-c4cccc5ccccc45)n3n2)nc1	24	25	-4	3	-12	-1.6
36	Cc1[nH]n(-c2ccc([N+](=O)[O-])cc2)c(=O)c1C=NCCN1CCN(C(=O)c2cccc(F)c2)CC1	-8	4	-5	25	-1	3.9
37	O=C(NCc1cn2ccsc2n1)c1cccc(C(F)(F)F)c1	17	4	.	-3	15	2.9
38	C#CCOCCOCCOCCNc1nc(N2CCN(C(=O)Cn3cc(CC(C)O)nn3)CC2)nc(N2CCN(C(=O)[C@H](CCCCN)n3cc(CCC(=O)O)nn3)CC2)n1 (stereo partly specified)	10	-10	-10	-1	1	3.9
39	O=C(NCc1ccccn1)c1ccc(Cl)c(S(=O)(=O)NCc2ccccc2)c1	12	14	-17	7	-33	0.4
40	CCOC(=O)c1ccc(NS(=O)(=O)c2ccc3oc(=O)[nH]c3c2)cc1	16	0	-4	1	-7	2.0

#	TRPM1 prom inh	Exocytosis inh	Vif inh	aDG glyco act	NR2E3 ag-2
31	-7	-6	24	0.0	2
32	.	-4	-5	0.0	.
33	6	4	2	-0.2	3
34	-13	1	2	0.0	0
35	.	1	-17	0.5	.
36	5	-3	-1	0.0	5
37	17	1	15	0.0	0
38	-7	-2	3	-0.1	3
39	-3	34	3	0.4	-4
40	-1	6	-2	0.0	4

In the list so far, ten contain a halogen.
#	mol	HIF-2a inh	Peg3 promoter	CaV13 ICDI inh	PDI inh	NR2E3 ag-1	hiPSC survival
4	COc1ccc(-n2nc(C(=O)NCC(=O)NCC3CCCO3)c3ccccc3c2=O)cc1Cl (stereo unspecified)	-1	19	-4	-4	5	-2.1
10	O=C(COC(=O)c1ccco1)Nc1cc(S(=O)(=O)N2CCCCC2)ccc1Cl	12	6	-17	-3	-20	-0.4
14	Cc1ccc(S(=O)(=O)NCC(=O)NCC(=O)N(C)Cc2ccc(Br)s2)cc1C	10	6	-9	15	-1	0.1
22	CCN(CC)c1ccc(NC(=O)CNCc2ccccc2Cl)c(C)c1	-17	5	-9	15	3	0.2
25	Cc1noc(C)c1CSCc1ccc(Cl)cc1	-2	1	9	0	-35	2.6
27	CNC(=O)CSc1nnc(-c2ccccc2F)n1CCc1ccccc1	12	16	4	2	-1	-0.3
28	COc1cccc(CN(C)CC(=O)Nc2cccc(C(F)(F)F)c2)c1OC	12	17	-2	-4	18	0.2
36	Cc1[nH]n(-c2ccc([N+](=O)[O-])cc2)c(=O)c1C=NCCN1CCN(C(=O)c2cccc(F)c2)CC1	-8	4	-5	25	-1	3.9
37	O=C(NCc1cn2ccsc2n1)c1cccc(C(F)(F)F)c1	17	4	.	-3	15	2.9
39	O=C(NCc1ccccn1)c1ccc(Cl)c(S(=O)(=O)NCc2ccccc2)c1	12	14	-17	7	-33	0.4

#	TRPM1 prom inh	Exocytosis inh	Vif inh	aDG glyco act	NR2E3 ag-2
4	0	-1	-3	0.2	1
10	-1	4	.	0.0	.
14	.	-1	.	0.2	.
22	6	1	-3	-0.1	-5
25	-12	-2	14	-0.1	-2
27	15	-3	-8	0.1	-2
28	-6	0	-3	0.2	2
36	5	-3	-1	0.0	5
37	17	1	15	0.0	0
39	-3	34	3	0.4	-4
